Screening data (PubChem BioAssay)
Nrf2 inh = Nrf2 qHTS screen for inhibitors. AID 504444, 2011. 2.1% of 360,000 active. A549 ARE-Fluc reporter, luciferase luminescence, 18-24 h. Potency, µM (doses to about 46 µM), for the others: at the top dose activity change, negative = inhibition, hits mostly inhibitors; further: on the % scale 0 is the no-effect control and ±100 the full control effect; nearly all actives have a fitted effect of over 60% in size
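Quantitative HTS in A549 cells stably bearing an antioxidant response element-firefly luciferase construct. Inhibition of Nrf2-driven transcription was scored by luminescence after 18-24 h of compound exposure at 37 °C.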
TGFb inhibitor = qHTS for Inhibitors of TGF-b; HepG2 CAGA-GFP TGF-b/SMAD3 reporter, GFP fluorescence, 18 h; TGF-beta stimulated, 500 pg/mL final; Potency, µM (titrated, usually from 46.1 µM), without a hit: top-dose activity, negative = inhibition, usual class: inhibitors; 1.2% of 410,000 active; further: on the % scale 0 is the no-effect control and ±100 the full control effect; nearly all actives have a fitted effect of over 65% in size
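Inhibition of TGF-beta-driven CAGA-GFP reporter expression in HEPG2 cells is measured by cellular GFP fluorescence after 18 h stimulation with 500 pg/mL recombinant TGF-beta in 1% FBS medium at 37 degrees C.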
Nrf2 activator = qHTS of Nrf2 Activators. 0.31% of 410,000 active. Potency, µM (doses to about 46.1 µM), for the others: at the highest dose activation, usual class: activators. AID 624171, 2012. AREc32 ARE-luciferase reporter (MCF7-derived line), luminescence, 24 h; further: % of control where 0% means no effect; nearly all actives have a fitted effect of over 65% in size
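AREc32 cells carrying an ARE-driven firefly luciferase, 1000 cells/well in OPTI-MEM with 5% FBS, dosed after overnight attachment and incubated 24 hr at 37 deg C. Steady-Glo luminescence read after 30 min at RT.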
A549 viability = Nrf2 qHTS screen for inhibitors: counterscreen for cytotoxicity. A549 ARE-Fluc cells, CellTiter-Fluor viability, 18-24 h. Potency, µM (highest dose often 46 µM), for inactives: top-dose activity change, negative = cytotoxicity, usual class: inhibitors. 0.16% of 390,000 active. AID 504648, 2011; further: on the % scale 0 is the no-effect control and ±100 the full control effect
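A549 ARE-Fluc cells in 5% FBS OPTI-MEM, 5000 cells/well, rested 2 h then exposed to compounds in concentration-response for 18-24 h at 37 °C. Viability by CellTiter-Fluor fluorescence (Ex 405/Em 525) after 30 min; luciferase luminescence (BugLite, 15 min, RT) read afterwards.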
MCF10A rereplic = A quantitative high throughput screen for small molecules that induce DNA re-replication in MCF 10a normal breast cells; MCF 10A DNA re-replication, Hoechst nuclear intensity, 48 h; Potency, µM (series often up to 46.1 µM), for the others: at the highest dose activity, positive = re-replication, usual class: activators; 2.9% of 350,000 active; further: % of control where 0% means no effect; nearly all actives have a fitted effect of over 50% in size
HepG2 viability = qHTS for Inhibitors of TGF-b: Cytotox Counterscreen; Potency, µM (top dose mostly 46.1 µM), without a hit: at the highest dose activity change, negative = cytotoxicity, actives largely listed as cytotoxic; 0.76% of 410,000 active; HepG2 CAGA-GFP viability, ATP luminescence, 18 h; AID 588856, 2011; further: some results filed as inactive show a strong effect at the top dose
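CellTiter-Glo luminescence gave cytotoxicity after 18 hours at 37 degrees C. The cells were HepG2 CAGA-GFP in 1% FBS DMEM, stimulated with 500 pg/mL TGF-beta after compound addition. %Activity was normalised to no-cell wells (complete cell-killing) and DMSO (no toxicity), and curves were fitted and classified.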
EPAC2 antagonist = qHTS for Antagonist of cAMP-regulated guanine nucleotide exchange factor 2 (EPAC2): primary screen; Potency, µM (series often up to 114 µM), for inactives: at the highest dose activity, negative = inhibition, actives largely listed as inhibitors; 0.18% of 360,000 active; Rap guanine nucleotide exchange factor 4 (Homo sapiens), Q8WZA2; EPAC2 GEF exchange of Rap1B-BODIPY-GDP, fluorescence; further: on the % scale 0 is the no-effect control and ±100 the full control effect; nearly all actives have a fitted effect of over 45% in size; many of its hits are not listed in these tables
Target sequence (Q8WZA2 whole entry, looked up): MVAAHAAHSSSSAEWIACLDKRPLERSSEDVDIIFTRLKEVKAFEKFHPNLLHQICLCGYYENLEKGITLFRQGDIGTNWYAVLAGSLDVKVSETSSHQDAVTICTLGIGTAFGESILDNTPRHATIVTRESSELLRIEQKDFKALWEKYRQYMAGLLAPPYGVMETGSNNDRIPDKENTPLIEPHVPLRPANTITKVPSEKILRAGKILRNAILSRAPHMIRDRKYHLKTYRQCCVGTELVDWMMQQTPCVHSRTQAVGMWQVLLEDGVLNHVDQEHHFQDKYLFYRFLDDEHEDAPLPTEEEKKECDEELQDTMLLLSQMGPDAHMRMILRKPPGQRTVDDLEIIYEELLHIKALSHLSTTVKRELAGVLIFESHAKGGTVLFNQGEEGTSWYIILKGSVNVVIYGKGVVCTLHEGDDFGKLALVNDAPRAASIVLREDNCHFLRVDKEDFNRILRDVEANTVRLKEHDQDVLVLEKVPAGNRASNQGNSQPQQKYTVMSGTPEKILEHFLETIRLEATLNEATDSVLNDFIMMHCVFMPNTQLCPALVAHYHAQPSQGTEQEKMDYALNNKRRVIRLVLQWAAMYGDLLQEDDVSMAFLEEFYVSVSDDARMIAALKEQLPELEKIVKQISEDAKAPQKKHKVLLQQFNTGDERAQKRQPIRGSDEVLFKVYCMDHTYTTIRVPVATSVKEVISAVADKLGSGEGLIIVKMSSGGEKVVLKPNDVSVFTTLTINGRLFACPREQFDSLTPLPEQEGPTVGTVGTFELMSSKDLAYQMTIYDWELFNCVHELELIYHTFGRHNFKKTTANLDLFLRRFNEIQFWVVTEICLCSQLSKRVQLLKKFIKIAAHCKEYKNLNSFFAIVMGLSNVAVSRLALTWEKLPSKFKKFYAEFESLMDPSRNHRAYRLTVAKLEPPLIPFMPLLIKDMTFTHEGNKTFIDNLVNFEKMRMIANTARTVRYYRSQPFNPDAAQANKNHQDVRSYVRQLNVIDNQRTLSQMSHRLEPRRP
S2 tox = Viability Counterscreen for Primary qHTS for Inhibitors of ATXN expression. 0.49% of 400,000 active. S2 cells (HEK-293 line with an ATXN2-luciferase reporter) viability, CellTiter-Fluor protease fluorescence, 24 h. Potency, µM (highest dose often 56.7 µM), most hits filed as cytotoxic; further: nearly all actives have a fitted effect of over 40% in size
ATXN2 expr inh = Primary qHTS for Inhibitors of ATXN expression | HEK-293 ATXN2-luciferase reporter, luminescence, 24 h | Potency, µM (top dose mostly 57 µM), for inactives: at the highest dose activity change, negative = inhibition, usual class: inhibitors | 0.72% of 360,000 active; further: on the % scale 0 is the no-effect control and ±100 the full control effect; nearly all actives have a fitted effect of over 55% in size
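ATXN2-luciferase reporter cells (luciferase flanked by upstream and downstream ATXN2 gene portions) were treated 24 h at 37 °C with compounds at up to 57 uM. SteadyGlo luminescence gave expression; GF-AFC fluorescence gave viability.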
The depositor's hits bear a star; [ ] = another dose, or the depositor's remark. The call rests on the fitted dose curve; in most records, active means well fitted curve in the direction sought with a large enough effect; inconclusive means small, poorly fitted or top-dose-only effect, or another doubt; inactive means no such curve, though single readings can be large; an effect the other way counts as inactive or inconclusive. Potency means the concentration at half of the fitted maximal effect. This is a subset; the hit share may differ from the screen's.

`COc1cccc(-n2c(SCc3cc(=O)oc4cc(O)c(O)cc34)nc3ccccc3c2=O)c1` gave Nrf2 inh inconclusive, TGFb inhibitor -20%, Nrf2 activator -0.5%, A549 viability -19%, MCF10A rereplic inconclusive, HepG2 viability -78%, EPAC2 antagonist 4%, S2 tox inactive and ATXN2 expr inh -24%.
`Cc1ccc(NC(=O)Nc2ccc([N+](=O)[O-])cc2)nc1` gave Nrf2 inh 1%, TGFb inhibitor -1%, Nrf2 activator 1.6%, A549 viability -9%, MCF10A rereplic -3%, HepG2 viability -25%, EPAC2 antagonist -21%, S2 tox inactive and ATXN2 expr inh 37%[activator].
`CC(=O)N(NC(=O)c1ccc(C)cc1)C1CC(=O)N(c2ccccc2Cl)C1=O` (stereo not drawn) gave Nrf2 inh -5%, TGFb inhibitor -16%, Nrf2 activator -0.2%, A549 viability 1%, MCF10A rereplic 2%, HepG2 viability -1%, EPAC2 antagonist 4%, S2 tox inactive and ATXN2 expr inh -4%.
Screening CCOC(=O)N1CCN(C(=O)CN(c2ccc(OCC)cc2)S(C)(=O)=O)CC1 returned Nrf2 inh 3%, TGFb inhibitor -2%, Nrf2 activator 0.1%, A549 viability -6%, MCF10A rereplic -2%, HepG2 viability -3%, EPAC2 antagonist 13%, S2 tox inactive and ATXN2 expr inh -6%.
Nc1c(C(=O)Nc2ccc3c(c2)OCCO3)nnn1Cc1ccc(Br)cc1 was read as Nrf2 inh inconclusive, TGFb inhibitor -23%, Nrf2 activator 0.1%, A549 viability 1%, MCF10A rereplic -1%, HepG2 viability -8%, EPAC2 antagonist 1%, S2 tox inactive and ATXN2 expr inh 47%[activator].
For CC1CCC/C(=N\NC(=O)COc2ccccc2Cl)C1 (stereo not drawn) the results were Nrf2 inh 10%, TGFb inhibitor 2%, Nrf2 activator 5.4%, A549 viability -2%, MCF10A rereplic -3%, HepG2 viability 1%, EPAC2 antagonist 1%, S2 tox inactive and ATXN2 expr inh 11%.
Screening CCOc1ccccc1NC(=O)CSc1nc2ccccc2nc1Cc1ccc(C)cc1 returned TGFb inhibitor -3%, Nrf2 activator -1.0%, A549 viability 0%, HepG2 viability 6%, S2 tox inactive and ATXN2 expr inh 16%.
For On1nnc2ccccc21 the results were Nrf2 inh -3%, TGFb inhibitor 12%, Nrf2 activator 2.4%, A549 viability -11%, MCF10A rereplic 0%, HepG2 viability 7%, EPAC2 antagonist 6%, S2 tox inactive and ATXN2 expr inh -9%.
Screening CC(=O)Nc1ccc(NC(=O)C2CCCN2C(=O)Nc2ccc(F)cc2)cc1 (stereo not drawn) returned Nrf2 inh 4%, TGFb inhibitor 5%, Nrf2 activator -0.5%, A549 viability 3%, MCF10A rereplic -37%[inhibitor], HepG2 viability -2%, EPAC2 antagonist 4%, S2 tox inactive and ATXN2 expr inh 23%.
CCOC(=O)C1CCCN(C(=O)CN2C(=O)c3ccccc3S2(=O)=O)C1 (stereo not drawn) was read as Nrf2 inh 10%, TGFb inhibitor -8%, Nrf2 activator -0.4%, A549 viability 0%, MCF10A rereplic -6%, HepG2 viability 7%, EPAC2 antagonist -14% and S2 tox inactive.
`CC1Cc2ccccc2N1C(=O)CSc1nnc(N)s1` (stereo not drawn) gave Nrf2 inh 11%, TGFb inhibitor -3%, Nrf2 activator 0.0%, A549 viability -7%, MCF10A rereplic -12%, HepG2 viability 0%, EPAC2 antagonist 2%, S2 tox inactive and ATXN2 expr inh 7%.
O=C(COc1ccccc1Cl)Nc1ccc(Cl)cn1 was read as Nrf2 inh inconclusive, TGFb inhibitor 14%, Nrf2 activator 9.1%, A549 viability -16%, MCF10A rereplic 11%, HepG2 viability -1%, EPAC2 antagonist 8%, S2 tox inactive and ATXN2 expr inh 86%[activator].
COc1ccc(NC(=O)n2ncc3cc(Cl)ccc32)cc1OC was read as Nrf2 inh inconclusive, TGFb inhibitor 6%, Nrf2 activator 8.6%, A549 viability 0%, MCF10A rereplic 1%, HepG2 viability -19%, EPAC2 antagonist -6%, S2 tox inactive and ATXN2 expr inh 40%[activator].
`CC1CCN(c2ncnc3nc[nH]c23)CC1` gave Nrf2 inh -12%, TGFb inhibitor inconclusive, Nrf2 activator -0.5%, A549 viability -1%, MCF10A rereplic 8%, HepG2 viability -30%, EPAC2 antagonist 6%, S2 tox inactive and ATXN2 expr inh 2%.
Screening Oc1ccccc1-c1nc(NC2CCCC2)c2ccccc2n1 returned Nrf2 inh -16%, TGFb inhibitor inconclusive, Nrf2 activator 4.0%, A549 viability -6%, MCF10A rereplic inconclusive, HepG2 viability -54%, EPAC2 antagonist 7%, S2 tox inactive and ATXN2 expr inh -8%.
CCn1cc(C(=O)N[C@@H](CCSC)C(=O)NCCCN2CCOCC2)c(=O)c2cc3c(cc21)OCO3 was read as Nrf2 inh 7%, TGFb inhibitor 15%, Nrf2 activator -0.1%, A549 viability inconclusive, MCF10A rereplic 3%, HepG2 viability -3%, EPAC2 antagonist -14%, S2 tox inactive and ATXN2 expr inh -9%.
Screening COc1ccccc1NS(=O)(=O)c1cc(NC(=O)C(C)(C)C)ccc1N1CCOCC1 returned Nrf2 inh inconclusive, TGFb inhibitor -14%, Nrf2 activator -0.8%, A549 viability 0%, MCF10A rereplic 14%, HepG2 viability 0%, EPAC2 antagonist 4%, S2 tox inactive and ATXN2 expr inh 8%.
`CCN1CCN(c2oc(/C=C/c3ccccc3OC)nc2C#N)CC1` gave Nrf2 inh -1%, TGFb inhibitor -71%, Nrf2 activator 6.6%, A549 viability 1% and HepG2 viability -9%.
For NC(Cc1ccccc1)c1csc(Nc2ccc(C(=O)NCCCO)cn2)n1 (stereo not drawn) the results were TGFb inhibitor 18%, Nrf2 activator 2.6%, HepG2 viability -4%, EPAC2 antagonist 16%, S2 tox inactive and ATXN2 expr inh 3%.
`O=C(NC1CCCC1)c1cccc(Cn2cc([N+](=O)[O-])cn2)c1` gave Nrf2 inh 0%, TGFb inhibitor -2%, Nrf2 activator 2.7%, A549 viability 6%, MCF10A rereplic 2%, HepG2 viability -7%, EPAC2 antagonist -10%, S2 tox inactive and ATXN2 expr inh 0%.

Looked up one by one from above, 4 records:
CCOC(=O)C1CCCN(C(=O)CN2C(=O)c3ccccc3S2(=O)=O)C1 (stereo not drawn) was read as Nrf2 inh 10%, TGFb inhibitor -8%, Nrf2 activator -0.4%, A549 viability 0%, MCF10A rereplic -6%, HepG2 viability 7%, EPAC2 antagonist -14% and S2 tox inactive.
For On1nnc2ccccc21 the results were Nrf2 inh -3%, TGFb inhibitor 12%, Nrf2 activator 2.4%, A549 viability -11%, MCF10A rereplic 0%, HepG2 viability 7%, EPAC2 antagonist 6%, S2 tox inactive and ATXN2 expr inh -9%.
O=C(COc1ccccc1Cl)Nc1ccc(Cl)cn1 was read as Nrf2 inh inconclusive, TGFb inhibitor 14%, Nrf2 activator 9.1%, A549 viability -16%, MCF10A rereplic 11%, HepG2 viability -1%, EPAC2 antagonist 8%, S2 tox inactive and ATXN2 expr inh 86%[activator].
`CC(=O)N(NC(=O)c1ccc(C)cc1)C1CC(=O)N(c2ccccc2Cl)C1=O` (stereo not drawn) gave Nrf2 inh -5%, TGFb inhibitor -16%, Nrf2 activator -0.2%, A549 viability 1%, MCF10A rereplic 2%, HepG2 viability -1%, EPAC2 antagonist 4%, S2 tox inactive and ATXN2 expr inh -4%.

Remaining list, next part.
Screening Cc1nc(C(C)NC(=O)CCc2nnc(-c3ccsc3)o2)cs1 (stereo not drawn) returned Nrf2 inh 17%, TGFb inhibitor 4%, Nrf2 activator 0.1%, A549 viability 0%, MCF10A rereplic -1%, HepG2 viability -2%, EPAC2 antagonist 21% and S2 tox inactive.
O=c1c2ccccc2oc2ccc(-c3ccc4cc[nH]c4c3)cc12 was read as Nrf2 inh inconclusive, TGFb inhibitor -19%, Nrf2 activator inconclusive, A549 viability -1%, MCF10A rereplic 30%, HepG2 viability -5%, EPAC2 antagonist -1%, S2 tox inactive and ATXN2 expr inh 112%[activator].
COc1ccc(/C(O)=C2/C(=O)C(=O)N(CCN3CCOCC3)C2c2ccccn2)cc1 (stereo not drawn) was read as Nrf2 inh 9%, TGFb inhibitor 4%, Nrf2 activator 11%, A549 viability -5%, MCF10A rereplic -2%, HepG2 viability -18%, EPAC2 antagonist -2%, S2 tox inactive and ATXN2 expr inh 3%.
`COc1ccccc1C1NC=C([N+](=O)[O-])C=C1[N+](=O)[O-]` (stereo not drawn) gave Nrf2 inh 1%, TGFb inhibitor -15%, Nrf2 activator 5.5%, A549 viability -9%, MCF10A rereplic -8%, HepG2 viability 5%, EPAC2 antagonist -11%, S2 tox inconclusive and ATXN2 expr inh -26%.
`CCS(=O)(=O)N1CCc2cc(C(=O)Nc3ccc(C)c(Cl)c3)ccc21` gave Nrf2 inh 4%, TGFb inhibitor inconclusive, Nrf2 activator 8.6%, A549 viability -2%, HepG2 viability -47%, S2 tox inconclusive and ATXN2 expr inh -31%.
Screening Cc1cc(NC(=O)c2cccc(F)c2)no1 returned Nrf2 inh 24%, TGFb inhibitor -24%, Nrf2 activator 3.2%, A549 viability -1%, MCF10A rereplic -2%, HepG2 viability 1%, EPAC2 antagonist 9%, S2 tox inconclusive and ATXN2 expr inh 30%.
Screening COc1ccc2nc(NC(=O)CN3CCOCC3)sc2c1 returned Nrf2 inh 16%, TGFb inhibitor -10%, Nrf2 activator 0.1%, A549 viability 12%, MCF10A rereplic 3%, HepG2 viability 7%, EPAC2 antagonist 3%, S2 tox inactive and ATXN2 expr inh 19%.
